Source: PubChem BioAssay (National Center for Advancing Translational Sciences (NCATS))
TRb-SRC2 inh: TRbeta-SRC2 interaction inhibition; P10828; TRbeta-SRC2 peptide binding, fluorescence polarization; receptor liganded with 1 µM T3; Potency, µM (titrated, usually from 106 µM), inactives show at the top dose activity change, negative = inhibition, actives largely listed as inhibitors; hit rate 0.065% among 280,000;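 also: potency is read from the fitted curve at half-maximal effect; plate controls were bound peptide for no effect and peptide without receptor for full effect; nearly all actives have a fitted effect of over 50% in size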
Target sequence (P10828 whole entry, looked up): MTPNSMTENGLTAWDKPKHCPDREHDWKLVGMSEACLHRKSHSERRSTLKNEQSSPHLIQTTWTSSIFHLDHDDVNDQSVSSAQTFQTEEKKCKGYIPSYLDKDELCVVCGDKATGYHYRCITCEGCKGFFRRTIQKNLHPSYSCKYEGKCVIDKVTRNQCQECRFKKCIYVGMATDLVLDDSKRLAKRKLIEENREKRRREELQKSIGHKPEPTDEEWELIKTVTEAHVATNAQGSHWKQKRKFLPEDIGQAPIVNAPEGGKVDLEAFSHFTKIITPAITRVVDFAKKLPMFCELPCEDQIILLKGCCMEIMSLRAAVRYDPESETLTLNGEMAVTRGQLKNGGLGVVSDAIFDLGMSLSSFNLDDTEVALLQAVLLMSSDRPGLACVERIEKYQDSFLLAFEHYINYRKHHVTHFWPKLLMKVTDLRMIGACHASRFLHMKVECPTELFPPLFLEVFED
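Read-out is fluorescence polarization (555 nm excitation, 632 nm emission) of a Texas Red SRC2 coactivator peptide; loss of signal reflects blocked binding to human TRb ligand-binding domain in the presence of 1 uM T3.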
CBFb RUNX1 block: blocks binding between human CBF-beta and RUNX1. AlphaScreen CBFb-His/RUNX1-biotin binding, biochemical. Potency, µM (doses to about 59.8 µM), without a hit: top-dose activity, negative = inhibition, actives largely listed as inhibitors. 230,000 tested, under 10 active. AID 1477; also: % of control where 0% means no effect
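Inhibition was taken as any reduction in AlphaScreen signal from the CBF-beta–RUNX1 pair (His and biotin tags, 30 nM each), measured after compound (15 min) and bead (90 min) incubations at room temperature.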
TexasRed fluor: alters Texas Red total fluorescence, flagging assay interference; TRb/SRC2 Texas Red total fluorescence interference; Potency, µM (titrated, usually from 106 µM), inactives show top-dose fluorescence change, negative = quenching; hit rate 0.29% among 280,000; AID 1479; active = well fitted curve in either direction with a large enough effect; inconclusive = small, poorly fitted or top-dose-only effect; also: potency is read from the fitted curve at half-maximal effect; % is scaled to controls: 0 for no effect and ±100 for the full control effect
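Human TRb ligand-binding domain at 0.6 uM with 20 nM Texas Red SRC2 peptide in Tris buffer containing 1 uM T3 and 5% DMSO, incubated with compound 5 h at ambient temperature. Total fluorescence (555/632 nm) calculated as parallel + 2 × perpendicular.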
NPSR antag: blocks cAMP signaling of the human neuropeptide S receptor; Q6W5P4; CHO-NPSR cells, cAMP TR-FRET, antagonist mode; Potency, µM (titrated, usually from 38.3 µM), inactives show at the highest dose activity change, negative = inhibition, usual class: inhibitors; hit rate 1% among 220,000; also: potency is read from the fitted curve at half-maximal effect; % is scaled to controls: 0 for no effect and ±100 for the full control effect; nearly all actives have a fitted effect of over 50% in size; many of its hits are not listed in these tables
Tau FP inhib: tau fibrillization inhibition (FP). hit rate 0.39% among 280,000. K18 P301L tau heparin fibrillization, Alexa594 FP, 6 h. Potency, µM (series often up to 57.7 µM), for inactives: at the highest dose activity, negative = inhibition, most hits filed as inhibitors; also: potency is read from the fitted curve at half-maximal effect; % is scaled to controls: 0 for no effect and ±100 for the full control effect; nearly all actives have a fitted effect of over 55% in size
Target sequence (P10636 561-689 P618L limits assumed): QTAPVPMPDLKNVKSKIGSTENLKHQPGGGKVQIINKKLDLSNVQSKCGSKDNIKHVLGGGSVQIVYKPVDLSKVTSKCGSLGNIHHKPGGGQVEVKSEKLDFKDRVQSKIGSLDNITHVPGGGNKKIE
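K18 P301L tau (15 uM unlabeled/0.24 uM Alexa 594-labeled, final) + compound + heparin 20 uM final; 100 mM NaOAc pH 7; 6 hr 37 C; ThT 30 uM final added, 1 hr RT; FP ex 555/em 632 nm.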
Tau fluor cs: counter-screen for tau fibril formation inhibitors; hit rate 0.93% among 280,000; tau K18 P301L (four-repeat tau fragment) Alexa594 fluorescence, heparin fibrillization; Potency, µM (series often up to 57.7 µM), for the others: top-dose activity change, negative = decrease; also: potency is read from the fitted curve at half-maximal effect; % is scaled to controls: 0 for no effect and ±100 for the full control effect; nearly all actives have a fitted effect of over 55% in size
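Human K18 P301L tau (15 uM unlabeled plus 0.24 uM Alexa 594-labeled, final) in 100 mM sodium acetate pH 7 was mixed with compound and 20 uM heparin and incubated 6 hr at 37 C.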
Epigenetic derep: regulators of epigenetic silencing causing reporter derepression in mouse cells; hit rate 0.2% among 280,000; Potency, µM (highest dose often 53.9 µM), for the others: at the top dose GFP activation, most hits filed as activators; murine LDR cells, GFP reporter derepression, 30 h; AID 1865; also: potency is read from the fitted curve at half-maximal effect; % of control where 0% means no effect; nearly all actives have a fitted effect of over 60% in size
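Readout is the number of GFP-expressing murine LDR cells, counted by cytometry following washing. Cells were treated with compound for 30 h at 37 C; the stably integrated CMV-GFP locus is normally silent.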
GLA spleen mod: inhibits or activates alpha-galactosidase in human spleen homogenate. P06280. human spleen homogenate, 4MU-alpha-Gal fluorescence, 40 min. Potency, µM (titrated, usually from 80 µM), inactives show at the highest dose activity change, negative = inhibition, most hits filed as inhibitors. hit rate 0.008% among 240,000;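 also: potency is read from the fitted curve at half-maximal effect; 0% = enzyme with vehicle and -100% = no enzyme basal signal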
Target sequence (P06280 32-429 limits assumed): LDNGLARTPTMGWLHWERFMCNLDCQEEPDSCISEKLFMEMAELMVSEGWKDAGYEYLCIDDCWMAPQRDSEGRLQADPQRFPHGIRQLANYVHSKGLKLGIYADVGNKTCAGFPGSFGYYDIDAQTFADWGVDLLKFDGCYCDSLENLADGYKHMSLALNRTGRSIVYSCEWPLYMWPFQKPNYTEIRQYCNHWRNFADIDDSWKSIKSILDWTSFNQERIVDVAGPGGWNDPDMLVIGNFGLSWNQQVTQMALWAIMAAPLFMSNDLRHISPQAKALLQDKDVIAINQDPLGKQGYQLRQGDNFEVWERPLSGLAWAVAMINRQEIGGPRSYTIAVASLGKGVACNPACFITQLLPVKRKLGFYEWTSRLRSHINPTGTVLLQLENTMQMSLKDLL
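Human spleen homogenate (1 ug) as enzyme source, 4-methylumbelliferyl-alpha-D-galactopyranoside 1 mM final, citrate/phosphate pH 5.0 with 0.01% Tween-20. Compounds 40 min at 37C, NaOH/glycine stop; fluorescence Ex 365/Em 440, Hill-fit AC50.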
* hit, by the source's call; ? = inconclusive; · = no result given; & = joins results of further samples; [ ] = remark or other dose. Unless noted, calls follow the shape of the dose curve; as a rule, active = well fitted curve in the direction sought with a large enough effect; inconclusive = small, poorly fitted or top-dose-only effect, or another doubt; inactive = no such curve, though single readings can be large; an effect the other way counts as inactive or inconclusive. These rows are one share of the data; the hit share may differ from the screen's.

SMILES	TRb-SRC2 inh	CBFb RUNX1 block	TexasRed fluor	NPSR antag	Tau FP inhib	Tau fluor cs	Epigenetic derep	GLA spleen mod
Cc1nc2ccccc2n1CCc1nc2c3ccccc3nc(SCC(=O)Nc3ccc(C(C)C)cc3)n2n1	0%	·	-11%	·	0%	-5%	1.1%	·
O=C(NC1CCCCC1)N1CCCC(c2nc3ccccc3[nH]2)C1 (stereo not given)	-2%	4%	-2%	-6%[46.1 µM]	-2%	-9%	-2.0%	8%
O=C(CCS(=O)(=O)c1cccc2nonc12)Nc1c(F)cccc1F	-4%	·	-3%	·	-15%	-8%	-1.5%	·
Cc1ccc(S(=O)(=O)Oc2ccc(/C=C(/NC(=O)c3ccccc3)C(=O)NCC(=O)O)cc2)cc1	2%	7%	-1%	0%	-5%	-12%	0.1%	3%
CSc1cccc(NC(=O)NCc2cccc(CNC(=O)Nc3cccc(SC)c3)c2)c1	12%	4%	0%	-47%	?	?	0.0%	2%
COc1ccc(C2(C(=O)NC3CCCCC3)CCOCC2)cc1OC	-1%	1%	2%	-2%[46.1 µM]	3%	-4%	-1.0%	6%
Cc1cc(Cl)ccc1C(=O)C1CCCN(C(=O)CCn2cnnn2)C1 (stereo not given)	-6%	19%	-6%	9%	1%	-5%	-0.1%	3%
O=C(c1cccc(S(=O)(=O)N2CCCC2)c1)N(Cc1ccco1)C1CCS(=O)(=O)C1 (stereo not given)	3%	3%	-2%	-3%	-3%	3%	6.4%	8%
COc1cc(/C=N/NC(=O)CN2CCOCC2)ccc1OCc1ccccc1	-3%	-3%	-2%	6%	-3%	2%	-3.0%	-21%
Cc1ccc(C)c(CNC(=O)c2ccc3c(c2)nc2n3CCOC2)c1	6%	·	-1%	·	-5%	2%	0.5%	·
CCN(c1ccccc1)S(=O)(=O)c1ccc2[nH]cc(C(=O)NCCOC)c(=O)c2c1	-13%	12%	2%	-19%[46.1 µM]	?	-15%	-4.8%	5%
CN1CC(c2ccccn2)C2(SC(=S)N(Cc3ccccc3)C2=O)C12C(=O)Nc1ccccc12 (stereo not given)	-4%	?	2%	-30%[46.1 µM]	-12%	-27%	-2.0%	15%
Cc1cc(C)c(S(=O)(=O)N2CCN(c3ccc([N+](=O)[O-])c(-n4nc(C)cc4C)c3)CC2)c(C)c1	-23%	-13%	-2%	-14%[46.1 µM]	-10%	-19%	-0.9%	10%
CC(C)C[C@H](NC(=O)CNC(=O)[C@@H]1CCCN1C(=O)[C@H](CCCNC(=N)N)NC(=O)[C@H](CC(=O)O)NC(=O)[C@@H](NC(=O)[C@H](CC(N)=O)NC(=O)[C@@H](NC(=O)[C@H](CC(=O)O)NC(=O)CNC(=O)[C@@H](NC(=O)[C@@H](NC(=O)[C@H](C)NC(=O)[C@@H](N)CCC(N)=O)[C@@H](C)O)C(C)C)C(C)C)[C@@H](C)O)C(=O)N[C@@H](CC(C)C)C(=O)N[C@@H](CC(=O)O)C(=O)N[C@@H](CC(C)C)C(=O)N[C@@H](CCCCN)C(=O)O	-3%	9%	-3%	·	·	·	·	-8%
CCCCCN(C(=O)CN1CCC(Cc2ccccc2)CC1)c1c(N)n(CCCC)c(=O)[nH]c1=O	-2%	5%	3%	-25%	-2%	-3%	2.9%	5%

Arranged by SMILES length (lowest first): 3 of the compounds above.
SMILES	TRb-SRC2 inh	CBFb RUNX1 block	TexasRed fluor	NPSR antag	Tau FP inhib	Tau fluor cs	Epigenetic derep	GLA spleen mod
O=C(NC1CCCCC1)N1CCCC(c2nc3ccccc3[nH]2)C1 (stereo not given)	-2%	4%	-2%	-6%[46.1 µM]	-2%	-9%	-2.0%	8%
CN1CC(c2ccccn2)C2(SC(=S)N(Cc3ccccc3)C2=O)C12C(=O)Nc1ccccc12 (stereo not given)	-4%	?	2%	-30%[46.1 µM]	-12%	-27%	-2.0%	15%
Cc1ccc(S(=O)(=O)Oc2ccc(/C=C(/NC(=O)c3ccccc3)C(=O)NCC(=O)O)cc2)cc1	2%	7%	-1%	0%	-5%	-12%	0.1%	3%

(list continues)
SMILES	TRb-SRC2 inh	CBFb RUNX1 block	TexasRed fluor	NPSR antag	Tau FP inhib	Tau fluor cs	Epigenetic derep	GLA spleen mod
CN(Cc1ccc(OC(F)F)cc1)Cc1nc2c(Br)cc(Br)cc2c(=O)[nH]1	2%	6%	-6%	-13%	-5%	-30%	-0.6%	3%
CCCOc1ccc(C(=O)NCC2OCCc3ccccc32)cc1OC (stereo not given)	-5%	17%	2%	6%	-15%	-15%	-2.4%	-6%
COc1ccc(-n2c(SCC(=O)NCc3cccs3)nc3[nH]ncc3c2=O)cc1	10%	0%	-2%	-10%	-2%	-12%	3.6%	-1%
CCN(CC)CCNC(=O)C(C(=O)c1ccccc1)n1ccccc1=O (stereo not given)	-19%	0%	2%	13%[46.1 µM]	-5%	-1%	-0.7%	-5%
CCOC(=O)Cn1c(=O)n(CC2CCCO2)c2nc(-c3ccc(OCC)cc3)nc(C(N)=O)c21 (stereo not given)	4%	·	0%	·	-3%	-17%	0.0%	·
COc1ccc2cc(C(=O)C3CCCN(C(=O)CSc4nnc(C)o4)C3)ccc2c1 (stereo not given)	-1%	5%	-3%	-3%	-6%	-7%	0.3%	?
O=C1c2oc3ccccc3c(=O)c2C(c2ccc(O)cc2)N1Cc1ccc2c(c1)OCO2 (stereo not given)	1%	·	-1%	·	-8%	14%	1.7%	·
O=C(NCc1ccccc1Cl)C1=Cc2cc(Br)ccc2OC1	10%	·	1%	·	?	-28%	-1.7%	·
O=C(NCc1ccc2c(c1)CCN2C(=O)c1ccc(F)cc1)c1cc2ccccc2[nH]1	-2%	·	-1%	·	?	-28%	-1.3%	·
O=C(Nc1ccc(F)cc1)NC1(C(=O)NCc2ccc3c(c2)OCO3)CCCCC1	-3%	8%	-1%	-7%[46.1 µM]	-2%	-14%	1.2%	1%
COc1ccc(-n2nnnc2SCC(=O)NCCc2ccc(OC)c(OC)c2)cc1	2%	1%	1%	-21%[46.1 µM]	4%	-7%	2.8%	-10%
COc1ccc(C2N(c3ccc(OC)cc3)C(=S)N3CCCN23)cc1 (stereo not given)	1%	-1%	-1%	-7%	-4%	-11%	1.1%	-3%
Cc1ccc(Cl)cc1N	8%	2%[21.7 µM]	-1%	·	·	·	·	0%
CCOC(=O)c1ccc(CSc2nnc(-c3ccncc3)n2N)cc1	11%	3%	1%	-7%[46.1 µM]	2%	4%	0.7%	-3%
COc1ccc(NC(=O)c2c(NCc3ccc(C)o3)sc3c2CCCCC3)c(OC)c1	-25%	·	112µM*[quencher]	·	?	?	17%	·

Full records from above:
Record of O=C(Nc1ccc(F)cc1)NC1(C(=O)NCc2ccc3c(c2)OCO3)CCCCC1 → TRb-SRC2 inh = -3%; CBFb RUNX1 block = 8%; TexasRed fluor = -1%; NPSR antag = -7%[46.1 µM]; Tau FP inhib = -2%; Tau fluor cs = -14%; Epigenetic derep = 1.2%; GLA spleen mod = 1%
Record of CCOC(=O)c1ccc(CSc2nnc(-c3ccncc3)n2N)cc1 → TRb-SRC2 inh = 11%; CBFb RUNX1 block = 3%; TexasRed fluor = 1%; NPSR antag = -7%[46.1 µM]; Tau FP inhib = 2%; Tau fluor cs = 4%; Epigenetic derep = 0.7%; GLA spleen mod = -3%

The list continues:
SMILES	TRb-SRC2 inh	CBFb RUNX1 block	TexasRed fluor	NPSR antag	Tau FP inhib	Tau fluor cs	Epigenetic derep	GLA spleen mod
O=C(Oc1ccccc1)c1ccc(-n2cnnn2)cc1	-5%	6%	-2%	-22%[46.1 µM]	0%	-10%	-2.9%	-12%
CC(C)COn1c(=S)[nH]c2ccccc2c1=O	6%	0%	-1%	-10%[46.1 µM]	3%	-5%	-1.0%	13%
CCCCCC1CCC(C(=O)NNC(=S)NCC)CC1 (stereo not given)	3%	0%	2%	-6%[46.1 µM]	1%	-21%	-1.2%	0%
COc1cc(C=Nc2ccccc2C(=O)Nc2ccccc2)cc(OC)c1OC	-7%	-3%	-1%	-13%	3%	5%	0.0%	3%
c1coc(CNc2ncnc3nc[nH]c23)c1	-4%	1%	0%	-7%	8%&-6%&4%	1%&-5%&-18%	-1.9%	-8%
O=C(NC(=O)c1ccc(Cl)cc1)OC1CCCCC1	0%	9%	-2%	2%	9%	7%	-0.9%	3%
Cc1ccc(NS(=O)(=O)c2ccc3c(c2)NC(=O)CCS3)cc1F	2%	·	0%	·	-3%	-13%	0.8%	·
COc1ccccc1OCCCC(=O)Nc1ccc(N2CCOCC2)cc1	-10%	-15%	-13%	1%	-3%	-9%	-0.6%	1%
COc1ccc(Cl)cc1-n1c(C)cc(C(=O)O)c1C	-7%	-9%	2%	-2%[46.1 µM]	-4%	-5%	-0.4%	-3%
COc1ccc2c(c1)CCC1C2CC[C@@]2(C)C1CC[C@@H]2NCCCCCCN1C(=O)C=CC1=O (stereo not given in full)	2%	11%	-6%	5%[46.1 µM]	10%	-4%	6.0%	1%
